Screening results: PubChem BioAssay, Southern Research Specialized Biocontainment Screening Center
tuberculosis growth: growth inhibition of non-replicating M. tuberculosis (AID 488890). inhibition, % at 25 µM, or IC50 in µM where a hit was titrated. Mycobacterium tuberculosis non-replicating, growth inhibition; higher % means a stronger effect. 320,000 compounds, 0.39% hits; in the data active = a potency from the dose series; inconclusive = inhibition mostly from about 82% at the one dose, without a potency; inactive = the rest, 99 in 100 with inhibition below about 76%;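 note: plate controls were DMSO cells for no effect and high antibiotic wells for full effect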
inhibitors of VEEV: inhibitors of VEEV TC-83 cytopathic effect, confirmation, Vero cells (AID 588727); 350,000 compounds, 0.13% hits; inhibition, % at 20 µM, or IC50 in µM where a hit was titrated; Vero cells, VEEV TC-83 cytopathic effect inhibition; higher % means a stronger effect; in the data active = a potency from the dose series; inconclusive = inhibition mostly from about 14% at the one dose, without a potency; inactive = the rest, 99 in 100 with inhibition below about 12%; note: strong numbers were not always called active
PhoP GFP inhibition: PhoP regulon inhibitors, Salmonella typhi PhoP promoter GFP reporter, confirmatory (AID 1850); Salmonella Typhi PhoP-promoter GFP reporter, fluorescence, 4 h; higher % means a stronger effect; inhibition, % at 50 µM, or IC50 in µM where a hit was titrated; 310,000 compounds, 0.33% hits; in the data active = a potency from the dose series; inconclusive = inhibition mostly from about 25% at the one dose, without a potency; inactive = the rest, 99 in 100 with inhibition below about 19%;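 note: 0% = induced wells with vehicle and 100% = uninduced wells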
influenza NS1A: H1N1 influenza NS1A inhibitors, functional cell based assay (AID 504329) | NS1A functional cell-based assay, percent inhibition; higher % means a stronger effect | one-dose inhibition, % at 12.5 µM; IC50 in µM for titrated hits | 340,000 compounds, 0.3% hits; in the data active = a potency from the dose series; inconclusive = inhibition above about 27% without an active follow-up result; note: strong numbers were not always called active
M. tuberculosis HTS: M. tuberculosis growth inhibition, HTS (AID 449762) | one-dose inhibition, % at 25 µM; IC50 in µM for titrated hits | M. tuberculosis H37Rv growth inhibition, 7H9 media; higher % means a stronger effect | 330,000 compounds, 0.59% hits; in the data active = a potency from the dose series; inconclusive = inhibition above about 70% without an active follow-up result;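 note: bacterial growth assessed after seven days of incubation; strong numbers were not always called active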
inhibitors of VEEV 10K pilot screen: further read-out of inhibitors of VEEV, marked with its call; inhibition, %; measured here: 10K pilot screen inhibition
The depositor's hits bear a star; i = inactive; ? = inconclusive; . = no result given.

SMILES	tuberculosis growth	inhibitors of VEEV	PhoP GFP inhibition	influenza NS1A	M. tuberculosis HTS	others
CCOC(=O)CN(C(=O)CSc1nnc(CNc2ccc(C)cc2C)o1)c1ccccc1	17%	1.2%	-4%	2%	4%
CC1=C(C(=O)Nc2ccccc2)C(c2ccc3c(c2)OCO3)C2=C(CCCC2=O)N1 (stereo not given)	-12%	1.9%	6%	-2%	-1%
O=C(NC1CCCCCC1)c1nc2ncccn2n1	-1%	1.1%	-20%	-15%	-1%
COc1cc2c(C(=O)N3CCN(c4ccccc4F)CC3)cn(C)c(=O)c2cc1OC	14%	2.7%	4%	-7%	-2%
COc1ccc(CNC(=O)CSc2ccc(Br)cc2)cc1OC	54%	0.8%	-13%	10%	7%
COc1cccc(-c2ccc3c(c2)S(=O)(=O)c2cccc(C(=O)O)c2C3=O)c1OC	0%	0.2%	.	3%	-9%
CCOC(=O)C1=CN(CC)S(=O)(=O)NC1c1ccc(C(F)(F)F)cc1 (stereo not given)	.	0.7%	.	-14%	.
N=c1c(C(=O)NC2CCCCC2)cc2c(=O)n3ccccc3nc2n1CCc1ccccc1	45%	i	7%	-7%	10%
COC(=O)c1ccccc1NC(=O)COC(=O)c1ccco1	48%	1.5%	0%	-4%	4%
CCC12CN(S(=O)(=O)c3ccc(C)cc3)CC(CC)(CN(S(=O)(=O)c3ccc(C)cc3)C1)C2=O	-13%	3.2%	-2%	-3%	-6%

Of the compounds above, 3 contain four or more nitrogen atoms:
SMILES	tuberculosis growth	inhibitors of VEEV	PhoP GFP inhibition	influenza NS1A	M. tuberculosis HTS	others
CCOC(=O)CN(C(=O)CSc1nnc(CNc2ccc(C)cc2C)o1)c1ccccc1	17%	1.2%	-4%	2%	4%
O=C(NC1CCCCCC1)c1nc2ncccn2n1	-1%	1.1%	-20%	-15%	-1%
N=c1c(C(=O)NC2CCCCC2)cc2c(=O)n3ccccc3nc2n1CCc1ccccc1	45%	i	7%	-7%	10%

(listing goes on)
SMILES	tuberculosis growth	inhibitors of VEEV	PhoP GFP inhibition	influenza NS1A	M. tuberculosis HTS	others
O=C1C(NS(=O)(=O)c2cccs2)=C(N2CCN(c3cccc(Cl)c3)CC2)C(=O)c2ccccc21	25%	9.3%	3%	19%	?
O=c1c(Br)c(N2CCCC2)cnn1-c1ccccc1	-5%	0.9%	-9%	-5%	0%	inhibitors of VEEV 10K pilot screen=0.8
Clc1cccc(CN2CCC(Cc3ccccc3)CC2)c1	19%	i	-4%	-10%	-9%
O=C(NC1CCCC1)C(c1ccccc1)N(C(=O)c1ccno1)c1ccccc1 (stereo not given)	-7%	i	-13%	6%	-6%
Cc1cc(=O)oc2c(C)c(OC(C)C(=O)NCC3CCC(C(=O)O)CC3)ccc12 (stereo not given)	-8%	1.4%	-1%	1%	1%
COc1ccc(C(=O)NCCNC(=O)c2cnccn2)cc1OC	5%	0.7%	1%	7%	3%
CC(C)(C)OC(=O)C[C@@H]1C/C=C\C[C@H](CC(=O)N[C@H](CO)Cc2ccccc2)C(=O)N[C@H](Cc2ccccc2)COC1=O	43%	1.2%	.	-8%	-2%
CCc1ccc(/C([O-])=C(/C(=S)NCCN2CCOCC2)[n+]2ccccc2)cc1	-12%	1.0%	11%	8%	-4%
Cc1noc(C)c1COc1ccc(CC(=O)NC2CCCCCC2)cc1	7%	0.8%	-7%	-4%	1%
COc1ccccc1N1CCN(S(=O)(=O)c2cn(C)nc2C)CC1	-9%	1.7%	5%	-4%	5%
CN(C)c1cc[n+](CC(=O)N2CCCc3ccccc32)cc1	6%	0.4%	9%	-6%	-2%
OC1COC(c2ccccc2)OC1C(O)C1OC(c2ccccc2)OCC1O (stereo not given)	.	i	.	-1%	.
CCCNC(=O)Cn1sc2nc(C)cc(C)c2c1=O	3%	0.2%	-1%	-9%	4%
O=c1[nH]cc(S(=O)(=O)Nc2ccc3c(c2)OCO3)c(=O)[nH]1	-18%	0.9%	5%	-2%	8%
Cc1cccc2c(N=Nc3ccc(S(=O)(=O)Nc4ccc(Cl)cc4)cc3[N+](=O)[O-])c(O)[nH]c12	14%	6.0%	4%	15%	-6%
O=C(Nc1ccccc1)C1CC2CCCC(C1)C2=O (stereo not given)	2%	1.7%	2%	-3%	12%
CCCCc1ccc(/C=C(\C#N)C(N)=S)s1	.	0.0%	.	18%	.	inhibitors of VEEV 10K pilot screen=0.2
O=C(Nc1ccc(OCC(F)(F)C(F)F)c(C(F)(F)F)c1)c1ccccc1	31%	i	5%	3%	4%
NNC(=O)c1n[nH]c(=O)c2ccccc12	-4%	29%	12%	4%	-4%
CN1CCN(CC(O)COc2ccc(Cl)cc2)CC1 (stereo not given)	6%	2.0%	-7%	-11%	0%

Filtered by structure, the compounds so far with a Cl atom.
SMILES	tuberculosis growth	inhibitors of VEEV	PhoP GFP inhibition	influenza NS1A	M. tuberculosis HTS	others
O=C1C(NS(=O)(=O)c2cccs2)=C(N2CCN(c3cccc(Cl)c3)CC2)C(=O)c2ccccc21	25%	9.3%	3%	19%	?
Clc1cccc(CN2CCC(Cc3ccccc3)CC2)c1	19%	i	-4%	-10%	-9%
Cc1cccc2c(N=Nc3ccc(S(=O)(=O)Nc4ccc(Cl)cc4)cc3[N+](=O)[O-])c(O)[nH]c12	14%	6.0%	4%	15%	-6%
CN1CCN(CC(O)COc2ccc(Cl)cc2)CC1 (stereo not given)	6%	2.0%	-7%	-11%	0%

(more compounds)
SMILES	tuberculosis growth	inhibitors of VEEV	PhoP GFP inhibition	influenza NS1A	M. tuberculosis HTS	others
CCC(=O)N1CCc2cc(S(=O)(=O)NCCC(=O)NC3CCCCCC3)ccc21	5%	2.4%	8%	-5%	-2%
COC(=O)N/N=C/c1cc(Cl)c(OCc2ccc(F)cc2)c(OC)c1	-8%	i	-9%	32%	-4%
O=C(N1CCOCC1)N1CCN(Cc2ccccc2)CC1	-2%	i	2%	-2%	3%
Cc1ccc(C2=N/C(=C\c3cccnc3)C(=O)O2)cc1	6.6µM*	1.3%	-9%	-6%	3%
O=C(CCC(=O)c1cccs1)NCC(c1ccc(F)cc1)N1CCOCC1 (stereo not given)	8%	2.7%	.	-4%	-9%
CCOC(=O)c1c(NC(=O)CSc2ncccn2)sc(C(=O)NC)c1C	-10%	3.0%	-1%	-7%	-4%
N#Cc1ccc(NC(=S)NCCN2CCOCC2)cc1	9%	0.1%	5%	-1%	8%
COCCSc1ccccc1C(=O)Nc1ccc(S(=O)(=O)N2CCOCC2)cc1	-3%	0.8%	0%	22%	-6%
CC(=O)Nc1ccc(NC(=O)C(Cc2ccccc2)NC(=O)C2CCC(C)CC2)cc1 (stereo not given)	-9%	0.7%	-11%	3%	-8%
Cc1nc2ccc(S(=O)(=O)Nc3ccc(-c4nc5cccnc5s4)cc3)cc2s1	19%	8.5%	-1%	9%	-1%
COc1ccc(C(=O)NCCS(=O)(=O)NC(C)c2ccccc2)cc1 (stereo not given)	-13%	1.7%	4%	-1%	-3%
N#C/C(=C\c1ccc(-c2cccc([N+](=O)[O-])c2)o1)C(=O)Nc1nc(-c2cccs2)cs1	9%	13%	5%	0%	10%
COCc1cc(C)nc2sc(C(=O)Nc3ccccc3OC)c(N)c12	22%	3.0%	-7%	-9%	6%
Cc1cccc(C)c1NC(=O)CN(C)C(=O)Cc1cccc(C(F)(F)F)c1	-10%	i	-6%	8%	7%
CCN1CCN(c2ncnc3sc(C(=O)Nc4ccccc4F)c(C)c23)CC1	-1%	3.6%	14%	-3%	-1%
CCOC(=O)CN1NC2(CCC(C(C)(C)C)CC2)NC1=S (stereo not given)	79%	0.1%	-10%	-18%	8%
O=C(c1ccccc1)N(Cc1ccc(F)cc1)Cc1nc2ccccc2c(=O)[nH]1	62%	i	-7%	6%	-5%
COc1ccc(NC(=O)CSc2nnc(NC(=O)C3CCC3)s2)c(OC)c1	-3%	2.8%	7%	-13%	-2%
CCOC(=O)c1cn(Cc2ccc(C)cc2)c2cc(F)ccc2c1=O	29%	i	3%	0%	-10%
Cc1ccc(NC(=O)C(Cc2ccccc2)N2C(=O)C3C4CCC(C4)C3C2=O)cc1Cl (stereo not given)	1%	0.9%	-3%	-20%	-27%
Cc1nn(C)c(C)c1NC(=O)CCCSc1nc(-c2ccco2)cc(C(F)(F)F)n1	19%	6.1%	10%	-1%	-4%
COc1cc(OC)cc(C(=O)NCc2ccc(-n3cccc3)cc2)c1	-8%	0.3%	6%	-3%	-9%
CCn1c(SCC(=O)c2c[nH]c3ccccc23)nc2cc(S(=O)(=O)N3CCOCC3)ccc21	3%	7.9%	-7%	3%	4%
COc1ccccc1C1C=C(c2ccc(C)cc2)Nc2nnnn21 (stereo not given)	37%	0.8%	-6%	12%	0%
CN(C)S(=O)(=O)c1ccc(C(=O)Nc2ccccc2SCCC#N)cc1	-6%	0.6%	-8%	-3%	-1%	inhibitors of VEEV 10K pilot screen=1.9
COC(=O)c1ccc(C(=O)OC)c(NC(=O)N2c3ccccc3Sc3ccccc32)c1	-13%	4.0%	-13%	-1%	-10%
COc1cc(C2c3cc4c(cc3C(OC3OC5COC(c6cccs6)OC5C(O)C3O)C3COC(=O)C23)OCO4)cc(OC)c1O (stereo not given)	72%	9.0%	-13%	2%	13µM*
O=C(c1ccc(Cl)cc1)c1cc(-c2ccccn2)c(N2CCOCC2)s1	28%	i	1%	-22%	-3%
COCCCNC(=O)Nc1ccc2c(c1)N(C)C(=O)CS2	-14%	6.3%	9%	0%	1%
FC(F)(F)c1cc(-c2cccs2)nc2cc(-c3ccccc3)nn12	-1%	1.0%	-2%	-10%	-6%
Cc1ccc(C(=O)N/C(=C\c2cccs2)C(=O)NCc2cccnc2)cc1	-13%	0.3%	-2%	-2%	8%
CCOc1ccc(-c2ccc(NS(=O)(=O)c3cc([N+](=O)[O-])c(C)c([N+](=O)[O-])c3)cc2)nn1	25%	3.5%	-3%	0%	-8%
Cc1ccc2nc(-c3ccncc3)cc(C(=O)Nc3ccc4c(c3)OCCO4)c2c1	7%	7.5%	-5%	0%	6%
CCN(C(=O)c1ccnc(C(C)(C)C)c1)c1ccccc1	-4%	1.3%	-9%	-2%	3%
Cc1ccc(NC(=O)C/C(N)=N/OC(=O)Nc2cccc(C)c2)cc1	1%	0.3%	.	-4%	-1%
COc1ccc(C(=O)C[n+]2cccc(Br)c2)cc1	10%	0.2%	-12%	0%	9%
COc1ccccc1Nc1ncnc2c1oc1ccccc12	4%	10%	-6%	-21%	0%
O=C(Nc1ccc(N2CCN(C(=O)c3ccco3)CC2)cc1)c1cccc(F)c1	43%	6.1%	-8%	2%	50%
CCOC(=O)C(C)n1nc(C)c2sc3ccccc3c2c1=O (stereo not given)	5%	0.5%	-1%	10%	-4%

No enrichment for hits. Share with any hit: about 1.4%.
